Source: PubChem
RAM inhibit: inhibitors of the yeast RAM network; S. cerevisiae dse1pr::URA3 reporter, 5-FOA growth OD615, 2 d; analog-sensitive cbk1-as2 kinase mutant strain; inhibition, % at 50 µM; hit rate 1.8% among 190,000;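 active = inhibition above a set limit, 3 SD over mean compound inhibition, cut at about 8.4% in these data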;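 also: 0% = DMSO-only wells with no growth and 100% = 10 µM 1-NA-PP1 full growth; inhibition rescues growth on 5-FOA so higher OD means more RAM inhibition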
bIAP activator: increases bovine intestinal alkaline phosphatase activity. purified bovine IAP, CDP-star luminescence, 30 min; active compounds read high; fold of DMSO-control signal, blank-subtracted. activation factor at 20 µM. hit rate 0.17% among 200,000;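 active = activation factor of 2 or more at 20 µM, a signal rise over negative controls twice the positive control's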
TNAP act hiacc: increases human TNAP activity under high phosphate acceptor concentration; purified TNAP, CDP-star luminescence, 1 M DEA, 30 min; active compounds read high; 0 = EDTA background, 1 = DMSO-only activity; activation factor at 20 µM; 200,000 tested, under 10 active; AID 1136;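 active = activation factor at least 2 at 20 µM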
Target sequence (P05186 whole entry, looked up): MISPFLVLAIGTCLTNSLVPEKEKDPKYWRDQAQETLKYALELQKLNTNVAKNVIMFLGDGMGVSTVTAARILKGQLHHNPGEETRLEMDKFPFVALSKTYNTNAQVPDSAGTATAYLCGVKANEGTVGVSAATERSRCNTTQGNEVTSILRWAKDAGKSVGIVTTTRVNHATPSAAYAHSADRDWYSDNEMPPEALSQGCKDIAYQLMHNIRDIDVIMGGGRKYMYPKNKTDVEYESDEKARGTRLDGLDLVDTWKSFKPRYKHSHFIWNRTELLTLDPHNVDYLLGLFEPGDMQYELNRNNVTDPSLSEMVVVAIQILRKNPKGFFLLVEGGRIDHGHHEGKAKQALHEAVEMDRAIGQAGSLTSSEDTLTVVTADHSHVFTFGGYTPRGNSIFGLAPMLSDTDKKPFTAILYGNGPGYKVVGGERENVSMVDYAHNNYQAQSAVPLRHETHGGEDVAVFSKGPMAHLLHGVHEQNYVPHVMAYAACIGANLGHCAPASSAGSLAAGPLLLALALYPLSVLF
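Assay system: human TNAP; Input: enzyme diluted 1/800 final; Reagent: CDP-star luminogenic substrate at 100 µM final; Timing: 30 min, room temperature; Signal: luminescence; Evaluation: TNAP activation factor scaled between EDTA and DMSO control wells.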
TNAP inh noacc: TNAP (human) inhibition, acceptor-free conditions; P05186; purified TNAP, CDP-star luminescence, 30 min; inhibition, % at 20 µM; hit rate 0.26% among 200,000;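 active = tissue-nonspecific alkaline phosphatase inhibition above about 50% at 20 µM in the single-dose screen, limit read from the data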;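 also: 0% = DMSO negative control and 100% = EDTA positive control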
FLuc stim CS: firefly luciferase counter-screen for stimulation assays. ATPlite luciferase biochemical, luminescence, 10 min; 0 = ATP-free wells, 1 = DMSO control. activation factor at 10 µM. 200,000 tested, under 10 active. AID 1027;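 active = luciferase activation factor, scaled between plate controls, of at least 2 with compound at 10 µM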
Target sequence (P08659 whole entry, looked up): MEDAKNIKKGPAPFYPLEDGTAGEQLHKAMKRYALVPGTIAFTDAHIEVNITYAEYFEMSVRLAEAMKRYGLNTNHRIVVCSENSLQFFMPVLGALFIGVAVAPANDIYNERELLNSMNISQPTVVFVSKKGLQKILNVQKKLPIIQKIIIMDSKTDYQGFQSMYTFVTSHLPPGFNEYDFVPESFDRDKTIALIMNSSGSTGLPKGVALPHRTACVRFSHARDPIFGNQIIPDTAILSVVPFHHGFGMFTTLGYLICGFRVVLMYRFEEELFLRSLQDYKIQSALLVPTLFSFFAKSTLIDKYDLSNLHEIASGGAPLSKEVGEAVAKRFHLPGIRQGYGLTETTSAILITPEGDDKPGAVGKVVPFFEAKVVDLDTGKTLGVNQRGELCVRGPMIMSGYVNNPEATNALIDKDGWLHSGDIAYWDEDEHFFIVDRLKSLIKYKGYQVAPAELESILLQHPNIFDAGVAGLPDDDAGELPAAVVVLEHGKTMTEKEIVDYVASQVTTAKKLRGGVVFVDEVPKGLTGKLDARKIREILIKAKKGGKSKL
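System: cell-free luciferase reagent; medium: PBS as buffer for the ATP substrate; doses: test compounds dosed from 2 mM stocks in 100% DMSO; incubation: 10 min, room temperature; measured by: luminescence from luciferase reaction; read-out: luciferase activation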
APP transl inh: APP translation inhibition; hit rate 0.82% among 190,000; inhibition, % at 2 µM; SH-SY5Y APP 5'UTR-luciferase reporter, luminescence;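 active = inhibition above a set limit, derived from the sample mean plus 3 SD, cut at about 45% in these data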; also: values of inactives mirror those of a sister screen read the other way
TNAP inh hiacc: TNAP (human) inhibition, high acceptor; P05186; purified TNAP, CDP-star luminescence, 1 M DEA; inhibition, % at 20 µM; hit rate 0.03% among 200,000;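 active = over 50% inhibition of tissue-nonspecific alkaline phosphatase at 20 µM in the single-dose screen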;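 also: plate controls were DMSO wells for no effect and EDTA-quenched wells as full inhibition for full effect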
FLuc inhib CS: counter-screen for luciferase assay inhibitors: firefly luciferase inhibition | P08659 | ATPLite firefly luciferase biochemical luminescence, 10 min | inhibition, % at 10 µM | hit rate 1.5% among 200,000;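 active = inhibition above about 50% when tested at 10 µM, limit read from the data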
L major viab: Leishmania major promastigote growth inhibition. inhibition, % at 10 µM. Leishmania major promastigotes, resazurin fluorescence viability. hit rate 9% among 200,000; in the data active = inhibition above about 50%;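 also: promastigotes grown with compound for 44 hours at 28 °C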
bIAP inh: blocks bovine intestinal alkaline phosphatase activity. 190,000 tested, under 10 active. purified bovine IAP, CDP-star luminescence, 30 min. inhibition, % at 20 µM;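 active = over 50% inhibition of intestinal alkaline phosphatase at 20 µM in the single-dose screen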
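test system = bovine IAP enzyme | medium = DEA buffer 100 mM, pH 9.8, with MgCl2 1.0 mM, ZnCl2 0.02 mM | detection = luminescence | dosing = single compound dose of 20 µM, 2% DMSO final | incubation = 30 min reaction at room temperature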
Starred values were filed as active, the others as inactive; / = not tested or not shown.

No. | SMILES | RAM inhibit | bIAP activator | TNAP act hiacc | TNAP inh noacc | FLuc stim CS | APP transl inh | TNAP inh hiacc | FLuc inhib CS | L major viab | bIAP inh
1 | N#C/C(=C\c1cn(CCOc2ccccc2)c2ccccc12)C(=O)NCc1cccs1 | 4.6 | 1.1 | 1 | -20 | 1 | -7 | -1 | 0 | 55* | -11
2 | O=C(Nc1nc2c(s1)CCCC2)c1ccc(Br)s1 | 2.5 | 0.9 | 1 | -1 | 0.6 | -146 | 2 | 42 | 35 | 12
3 | Cc1ccc2[nH]c3c(=O)n4c(nc3c2c1)SCC4 | 2.1 | 1 | 1 | -5 | 0.9 | -2 | -2 | 8 | 16 | 3
4 | O=C1CCCC2=C1C(c1ccncc1)c1c(nc(SCc3ccccc3Cl)[nH]c1=O)N2 (stereo not given) | 1.7 | 1.1 | 1 | -8 | 1 | -4 | -3 | -1 | -9 | -10
5 | O=C(CNCc1ccco1)Nc1ccc(N2CCCCCC2)cc1 | 1.5 | 1 | 1 | -18 | 1 | 8 | -4 | -1 | -4 | -2
6 | C=CCn1c(SCC(=O)c2ccc(OC)cc2)nnc1C(C)NC(=O)c1cccs1 (stereo not given) | 0.8 | 1 | 1.1 | -7 | 1 | -4 | -5 | 2 | -5 | 0
7 | CN(Cc1ccno1)Cc1cn(C)nc1-c1ccc(Oc2ccccc2)cc1 | 0.2 | 0.9 | 1 | -5 | 1.1 | 10 | -5 | -8 | 2 | 6
8 | CC(C)(C)C(=O)NC(=S)Nc1ccccc1F | 0.3 | 0.9 | 1.1 | 3 | 1.1 | 2 | -5 | -5 | -5 | 6
9 | OCCN1CCN(CCSc2ccccc2)CC1 | 0.9 | 1 | 0.9 | -10 | 1 | -15 | 7 | 4 | 56* | 4
10 | O=C1N=C(N2CCN(c3ccccc3)CC2)S/C1=C\c1ccco1 | 0.7 | 1.1 | 1 | -10 | 0.4 | 2 | -2 | 61* | 8 | -15
11 | CCNC(=O)NC(=O)C(C)OC(=O)CCS(=O)(=O)c1ccc(C)cc1 (stereo not given) | 0.3 | 1.1 | 1 | 6 | 1.1 | 6 | -3 | -9 | -5 | -6
12 | Cc1[nH]n(-c2nc(-c3ccccc3F)cc(=O)[nH]2)c(=O)c1CCO | 6.1 | 0.7 | 1.1 | -43 | 1.1 | -4 | -7 | -8 | -3 | 32
13 | CN(C)c1ccc(/C=C/c2nnnn2-c2ccccc2)cc1 | -0.4 | 1 | 1 | -18 | 0.9 | -132 | -2 | 10 | 56* | -1
14 | CCOc1ccc(/C=C2\SC(=O)N(CCNC(=O)C3COc4ccccc4O3)C2=O)cc1OC (stereo not given) | 3.2 | 1.1 | 1 | 4 | 1 | 11 | 4 | 0 | 71* | -13
15 | CCOC(=O)N1CCC(Nc2ccc3nnc(-c4ccccc4)n3n2)CC1 | -0.2 | 1 | 1 | 7 | 1 | -3 | -3 | -4 | 7 | 2
16 | COC(=O)c1c(C)nc(C)c2c(=O)oc3ccccc3c12 | 2.0 | 1 | 1.1 | -16 | 1 | -8 | -7 | 1 | -5 | 1
17 | O=c1ccnc(SCc2ccccc2Cl)[nH]1 | -0.1 | 0.9 | 1.1 | -4 | 1.1 | -1 | -6 | -7 | -8 | 12
18 | CCn1ncc(Br)c1C(=O)Nc1cccc(F)c1 | -0.7 | 1.2 | 1 | -13 | 1 | 22 | -4 | -2 | 1 | -18
19 | CC(c1ccco1)N(C(=O)c1ccc(S(=O)(=O)N2CCCCC2)cc1)c1ccccn1 (stereo not given) | 1.4 | 1.1 | 1 | -1 | 1 | -22 | 3 | 3 | 90* | -5
20 | CN(C(=O)COC(=O)CNS(=O)(=O)/C=C/c1ccccc1)C1CCS(=O)(=O)C1 (stereo not given) | -0.9 | 1.1 | 1.1 | -18 | 1.1 | -10 | -10 | -7 | -8 | -5
21 | CCOC(=O)/C(C#N)=C/c1cn(CCC(=O)O)nc1-c1ccc(OC)cc1 | 0.9 | 1 | 1.1 | -13 | 1 | -10 | -6 | -3 | -6 | 0
22 | O=c1[nH]c2c(n(C3CCCCC3)c1=O)CCC2 | 0.1 | 1 | 1 | -11 | 1.1 | 8 | -5 | -7 | -7 | 1
23 | Cn1c(CC(=O)NCCO)c(Sc2ccccc2)c2ccccc21 | 0.0 | 0.9 | 1 | -7 | 1 | 12 | -3 | -2 | -1 | 8
24 | CCOc1ccccc1-n1nnnc1SCC(=O)NCc1ccco1 | 1.7 | 1 | 1 | -6 | 1.1 | -6 | -2 | -7 | -7 | 3
25 | COCc1cc(=O)[nH]c2cc(NC(=O)C(F)(F)F)c(C)cc12 | 4.4 | 1 | 1 | 3 | 1 | -2 | -1 | -2 | -5 | 2
26 | COCC(=O)Nc1cc(Cl)c(OC)cc1OC | 1.0 | 1.1 | 1 | -9 | 1 | -25 | 1 | -2 | -10 | -7
27 | Cc1ccc(C(=O)N/N=C\c2ccc[nH]2)cc1[N+](=O)[O-] | 0.3 | 1 | 1 | -5 | 1 | -3 | -1 | 1 | -1 | 1
28 | CCOC(=O)C1=C(C)N=c2s/c(=C\c3ccc(OC(C)=O)c(OCC)c3)c(=O)n2C1/C=C/c1ccccc1 (stereo not given) | 6.3 | 0.9 | 0.9 | -2 | 1.1 | 11 | 8 | -6 | 49 | 13
29 | CC(C)c1ccc(-c2nnn(CCC(=O)O)n2)cc1 | -1.4 | 1 | 1.1 | -12 | 0.7 | 82* | -7 | 31 | -9 | 5
30 | O=C(CCc1ccccc1)NC(=S)Nc1cc(C(F)(F)F)ccc1N1CCOCC1 | 1.8 | 0.9 | 1 | -7 | 1.1 | 14 | -4 | -8 | 11 | 11
31 | O=C(Oc1cccc(-n2cnnn2)c1)C1CCCCC1 | -1.3 | 0.9 | 1 | -10 | 1.1 | 3 | 1 | -6 | -8 | 7
32 | Cc1cc(-c2nnc(-c3ccccc3)c(-c3ccccc3)n2)c(C)o1 | 0.5 | 1 | 1 | -9 | 1 | -1 | -4 | -3 | 17 | -1
33 | CC(=O)c1cccc(NC(=O)NCc2cccs2)c1 | 0.7 | 0.7 | 1 | -10 | 1 | -1 | -3 | 4 | -7 | 33
34 | CCCCN(N=Nc1nonc1OC)c1nonc1OC | -0.8 | 0.9 | 1 | -2 | 1 | -16 | 3 | 0 | -1 | 6
35 | CCCCN(CC)Cc1ccc(CNC(=S)Nc2ccccc2F)o1 | -0.5 | 1 | 1 | -12 | 1 | -26 | -1 | 1 | 6 | -4
36 | COc1ccccc1C(=O)Nn1c(C2CCC2)nc2ccccc2c1=O | -0.5 | 0.9 | 1.1 | -14 | 1.1 | 9 | -7 | -8 | 7 | 5
37 | Cc1ccccc1-c1nc(-c2ccc(NC(=O)c3cccs3)cc2)no1 | 5.2 | 1.1 | 1.1 | -14 | 0.9 | -60 | -6 | 12 | -4 | -7
38 | CCCN1C2CCCC1CC(NC(=S)NCCCOCC)C2 (stereo not given) | 1.3 | 0.8 | 1 | -4 | 1 | 8 | -4 | 1 | -4 | 20
39 | Cc1cccc(CCNC(=O)CC2C(=O)NCCN2CC2CCCCC2)n1 (stereo not given) | -1.8 | 1.1 | 1.1 | -16 | 1.1 | 6 | -7 | -8 | -2 | -9
40 | O=C(/C=C/c1ccccc1)Nc1nc(-c2ccncc2)cs1 | 0.6 | 1.1 | 1 | -10 | 0.8 | -2 | -5 | 23 | 9 | -7
41 | CN(C)C=Nc1ccc2nn(-c3ccccc3)nc2c1 | 1.0 | 1.1 | 1.1 | -12 | 0.7 | -79 | -5 | 32 | -1 | -6
42 | COc1ccc2c(c1)C1(Nc3ccccc3-c3nc4ccccc4n31)C(=O)N2 (stereo not given) | 0.9 | 0.9 | 1 | 2 | 1.1 | -11 | -2 | -8 | 21 | 6
43 | Cc1cccc(CCNC(=O)CN(C)S(=O)(=O)c2ccc3c(c2)c(=O)n(C)c(=O)n3C)c1 | 3.3 | 1 | 1 | -9 | 1.1 | 6 | -2 | -7 | -5 | 0
44 | COc1ccc(/C=N/N=C2\CC3CCC2(C)C3(C)C)cc1O (stereo not given) | 1.8 | 1 | 1 | -5 | 1 | 34 | -4 | 0 | -3 | 4
45 | COc1ccc(C(=O)NC(C)c2ccccc2)cc1Br (stereo not given) | 1.1 | 0.9 | 1 | -10 | 1 | -10 | 0 | -1 | 3 | 10
46 | CCNc1nc(NCC)nc(N(n2cnnc2)S(=O)(=O)c2ccc(C)cc2)n1 | -0.6 | 1 | 1 | 10 | 1.1 | -11 | -4 | -7 | 0 | 1
47 | Cc1ccccc1N=C1NC(=O)CC(c2ccccc2)S1 (stereo not given) | 0.7 | 1 | 1.1 | -4 | 1 | 5 | -8 | -1 | -4 | -4
48 | CCCCN(CCCC)CCCNC(=O)CC1Oc2ccc(C)cc2NC1=O (stereo not given) | 1.0 | 1.1 | 1.1 | -8 | 1.1 | -4 | -7 | -12 | 26 | -8

3 compounds already listed, ordered by the value under bIAP inh, lowest first.
nr | molecule | bIAP inh
40 | O=C(/C=C/c1ccccc1)Nc1nc(-c2ccncc2)cs1 | -7
9 | OCCN1CCN(CCSc2ccccc2)CC1 | 4
29 | CC(C)c1ccc(-c2nnn(CCC(=O)O)n2)cc1 | 5

Additional compounds:
No. | SMILES | RAM inhibit | bIAP activator | TNAP act hiacc | TNAP inh noacc | FLuc stim CS | APP transl inh | TNAP inh hiacc | FLuc inhib CS | L major viab | bIAP inh
49 | CCOC(=O)c1ccc(S(=O)(=O)N2CCN(C(C)=O)CC2)cc1 | 2.2 | 1 | 1.1 | -18 | 1 | 6 | -5 | -4 | -3 | -5
50 | COC(=O)c1ccc(CSc2nc3sc(C(=O)O)c(C)c3c(=O)[nH]2)cc1 | -0.2 | 0.9 | 1.1 | -14 | 1.1 | 14 | -8 | -8 | -6 | 8
51 | Cc1c(F)cccc1NC(=O)CCCCCC1NC(=O)NC1C (stereo not given) | -0.7 | 1.1 | 1.1 | -13 | 1 | 23 | -6 | -4 | -4 | -13
52 | O=C(Nc1ccc(Cl)c(C(F)(F)F)c1)C(=O)N1CCCCC1 | -0.1 | 1 | 1 | -16 | 1.1 | -18 | -2 | -7 | 0 | -1
53 | CC(C)(C)n1ncc2c(=O)n(CC(=O)Nc3ccc(Cl)cc3)cnc21 | 1.9 | 1 | 1 | -8 | 1 | 6 | -2 | -3 | -6 | 2
54 | N#Cc1cc2c(nc1SCC(=O)N1CCOCC1)CCCCC2 | -0.3 | 0.9 | 1 | -10 | 1 | / | -2 | -3 | -4 | 11
55 | COc1ccc(OC)c(N(CC(=O)NCc2ccncc2)S(C)(=O)=O)c1 | 0.7 | 1 | 1 | -8 | 1 | -4 | 1 | -4 | -3 | 3
56 | Cc1cccc(N2C(=O)CC(N3CCN(C(=O)c4ccccc4)CC3)C2=O)c1 (stereo not given) | -0.1 | 1 | 1 | -12 | 1 | -14 | -3 | 1 | -6 | 0
57 | O=C(/C=C/c1ccc(OC2CSC2)cc1)c1ccccc1 | 0.3 | 0.7 | 1 | -7 | 0.5 | -40 | -1 | 48 | 4 | 33
